# Assay outcomes as filed in PubChem.
# Tb PGK inh: qHTS Assay to Find Inhibitors of Phosphoglycerate Kinase. PGK/GAPDH coupled, Kinase-Glo luminescence, 60 min. Potency, µM (titrated, usually from 57.5 µM), for inactives: at the highest dose activity change, negative = inhibition, hits mostly inhibitors. actives 0.043% (n = 380,000); further: potency means the concentration at half of the fitted maximal effect; on the % scale 0 is the no-effect control and ±100 the full control effect; nearly all actives have a fitted effect of over 60% in size
#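 Luminescent ATP detection (Kinase-Glo Plus) follows a 60-minute room-temperature incubation, with wells lacking PGK as controls. Buffer: 100 mM TEA (pH 7.6), 5 mM MgCl2, 0.01% Tween-20. Coupling enzyme GAPDH (100 nM final) supplies unstable 1,3-BPG in-well.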
# PI4K2A block: qHTS for small molecular inhibitors of PI4K2A. AID 1346378, 2018. actives 0.13% (n = 420,000). activity change, negative = inhibition, % at 76.9 µM. purified PI4K2A, ADP-Glo luminescence, 1 h; active compounds read low. Phosphatidylinositol 4-kinase type 2-alpha (Homo sapiens), Q9BTU6; in the data active means activity change below about -50%; inconclusive means mostly about -30% to -49%;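 further: -100% = wells without enzyme as full effect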
# Target sequence (Q9BTU6 whole entry, looked up): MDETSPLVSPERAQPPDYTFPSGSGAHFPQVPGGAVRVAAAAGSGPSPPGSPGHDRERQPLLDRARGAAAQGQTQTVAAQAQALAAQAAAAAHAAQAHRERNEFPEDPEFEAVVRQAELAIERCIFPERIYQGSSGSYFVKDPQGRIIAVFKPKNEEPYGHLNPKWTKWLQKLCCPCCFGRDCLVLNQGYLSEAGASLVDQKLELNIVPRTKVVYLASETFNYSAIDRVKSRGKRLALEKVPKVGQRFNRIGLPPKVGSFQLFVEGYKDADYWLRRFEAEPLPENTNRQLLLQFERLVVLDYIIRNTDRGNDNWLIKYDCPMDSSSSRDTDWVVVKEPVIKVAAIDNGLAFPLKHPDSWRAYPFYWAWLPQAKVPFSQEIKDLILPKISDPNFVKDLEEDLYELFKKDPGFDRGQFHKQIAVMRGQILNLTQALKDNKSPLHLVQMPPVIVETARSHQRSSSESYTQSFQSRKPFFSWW
#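 In this quantitative HTS, ADP production by PI4K2A was quantified luminescently after 1 h at ambient temperature; 100 microM adenosine served as plate-quality control.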
# GLS inhibitor: qHTS for Inhibitors of Glutaminase (GLS); Potency, µM (top dose mostly 45.5 µM), without a hit: top-dose activity change, negative = inhibition, actives largely listed as inhibitors; Glutaminase kidney isoform, mitochondrial (Homo sapiens), O94925; actives 0.21% (n = 410,000); GLS enzymatic activity, qHTS titration; AID 624170, 2012; further: potency means the concentration at half of the fitted maximal effect; on the % scale 0 is the no-effect control and ±100 the full control effect
#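 Two-point fluorescence kinetic (t0, 30 min RT) for hKGA; glutamate detected via glutamate oxidase–HRP–Amplex Red. Substrate: 1 mM L-glutamine solution; buffer 45 mM KH2PO4, pH 8.2.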
# TrxR1 substrate: qHTS Assay for Substrates of Mammalian Selenoprotein Thioredoxin Reductase 1 (TrxR1): qHTS; Potency, µM (highest dose often 114 µM), for inactives: top-dose activity change, negative = substrate turnover; actives 0.01% (n = 390,000); purified TrxR1 substrate turnover, NADPH consumption readout; AID 588456, 2011; Thioredoxin reductase 1, cytoplasmic (Rattus norvegicus), O89049; further: potency means the concentration at half of the fitted maximal effect; on the % scale 0 is the no-effect control and ±100 the full control effect; nearly all actives have a fitted effect of over 50% in size
#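 Rat TrxR1, dispensed at 90 nM, was prereduced with 400 uM NADPH (final) for 5 min at ~22 deg C, then incubated with compound 15 min before 400 uM selenite. A first-read NADPH fluorescence drop versus no-compound background flagged substrates.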
# rTrxR1 inhibitor: qHTS Assay for Inhibitors of Mammalian Selenoprotein Thioredoxin Reductase 1 (TrxR1): qHTS; Thioredoxin reductase 1, cytoplasmic (Rattus norvegicus), O89049; recombinant rTrxR1, NADPH fluorescence consumption, selenite substrate; Potency, µM (top dose mostly 114 µM), for the others: at the highest dose activity change, negative = inhibition, most hits filed as inhibitors; actives 1% (n = 390,000); further: potency means the concentration at half of the fitted maximal effect; on the % scale 0 is the no-effect control and ±100 the full control effect; nearly all actives have a fitted effect of over 65% in size
#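 Rat TrxR1 (90 nM in the dispensed reagent) was pre-reduced with 400 uM NADPH for 5 min at room temperature, then incubated with compound for 15 min. After 400 uM selenite was added, NADPH fluorescence (Ex 340/Em 450 nm) was followed for 8 min.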
# IDH1 R132H inh: qHTS for Inhibitors of mutant isocitrate dehydrogenase 1 (IDH1): qHTS; AID 602179, 2012; IDH1-R132H enzyme, NADPH consumption, diaphorase/resazurin fluorescence; actives 0.093% (n = 390,000); Potency, µM (titrated, usually from 76.6 µM), for inactives: at the highest dose activity change, negative = inhibition, most hits filed as inhibitors; further: potency means the concentration at half of the fitted maximal effect; on the % scale 0 is the no-effect control and ±100 the full control effect; nearly all actives have a fitted effect of over 65% in size
# Target sequence (O75874 whole entry R132H, stated change not applied): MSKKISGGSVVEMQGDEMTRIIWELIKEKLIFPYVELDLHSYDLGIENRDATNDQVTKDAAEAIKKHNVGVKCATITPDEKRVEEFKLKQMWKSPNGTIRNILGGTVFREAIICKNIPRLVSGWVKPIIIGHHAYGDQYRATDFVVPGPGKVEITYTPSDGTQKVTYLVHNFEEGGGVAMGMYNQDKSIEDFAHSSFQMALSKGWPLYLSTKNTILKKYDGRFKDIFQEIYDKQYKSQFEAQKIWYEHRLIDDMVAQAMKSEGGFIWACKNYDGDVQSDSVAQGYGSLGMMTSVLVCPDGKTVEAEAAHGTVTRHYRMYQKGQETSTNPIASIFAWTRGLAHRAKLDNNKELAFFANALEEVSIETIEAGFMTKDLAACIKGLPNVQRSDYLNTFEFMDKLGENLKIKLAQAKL
#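 IDH1-R132H (0.5 ug/mL dispensed) in pH 7.5 Tris buffer was preincubated 30 min with compound, then given a substrate mix of 0.016 mM NADPH and 2 mM alpha-KG for 80 min at room temperature; remaining NADPH was read by diaphorase/resazurin fluorescence.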
# Pin1 inh: qHTS Assay to Find Inhibitors of Pin1; Potency, µM (highest dose often 115 µM), for inactives: at the highest dose activity, negative = inhibition, hits mostly inhibitors; Peptidyl-prolyl cis-trans isomerase NIMA-interacting 1 (Homo sapiens), Q13526; AID 504891, 2011; actives 0.009% (n = 390,000); Pin1 FP peptide displacement, HiFluor488, 10 min; active means well fitted inhibition curve with a large enough effect in the polarisation, with a control signal flat, not every such curve was filed as active; inconclusive means small, poorly fitted or top-dose-only effect, or effect the other way, or a change in a side signal; inactive means no such curve, though single readings can be large or run the other way; the % refers to the polarisation; further: potency means the concentration at half of the fitted maximal effect; on the % scale 0 is the no-effect control and ±100 the full control effect
# Target sequence (Q13526 whole entry, looked up): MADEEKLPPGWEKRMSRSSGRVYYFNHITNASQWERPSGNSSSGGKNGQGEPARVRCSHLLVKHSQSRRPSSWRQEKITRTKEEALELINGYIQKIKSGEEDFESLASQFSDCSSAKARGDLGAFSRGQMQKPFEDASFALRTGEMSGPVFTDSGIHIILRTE
# USP1-UAF1 inh: Inhibitors of USP1/UAF1: Primary Screen; actives 0.23% (n = 390,000); AID 743255, 2014; recombinant USP1/UAF1, Ub-Rhodamine cleavage fluorescence; Potency, µM (highest dose often 57.1 µM), for inactives: at the top dose activity change, negative = inhibition, most hits filed as inhibitors; Ubiquitin carboxyl-terminal hydrolase 1 (Homo sapiens), O94782; further: potency means the concentration at half of the fitted maximal effect; on the % scale 0 is the no-effect control and ±100 the full control effect; nearly all actives have a fitted effect of over 60% in size; inactives centre near -12
#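 1 nM enzyme complex + cpd, 15 min RT; start with Ub-Rho 150nM final; kinetic fluorescence ex 480/em 540, 6 reads q60 s. Buffer 50mM HEPES pH 7.8, 0.5mM EDTA, 0.1 mg/ml BSA, 1mM TCEP, 0.01% Tween-20.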
# HP1b binding inh: HTS for Inhibitors of HP1-beta Chromodomain Interactions with Methylated Histone Tails; Potency, µM (titrated, usually from 114 µM), inactives show top-dose activity change, negative = inhibition, most hits filed as inhibitors; actives 0.56% (n = 390,000); AlphaScreen HP1-beta / biotin-H3K9me3 peptide binding; Chromobox protein homolog 1 (Homo sapiens), P83916; further: potency means the concentration at half of the fitted maximal effect; nearly all actives have a fitted effect of over 70% in size; inactives centre near 23
#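 HP1-beta protein (50 nM final) preincubated 30 min at room temperature with biotinylated H3(1-18)K9me3 peptide (50 nM) in PBS pH 7.4, 0.01% Tween-20, then compound added for 30 min. AlphaScreen streptavidin donor/nickel chelate acceptor beads (10 ug/mL final), 30 min dark, luminescence read.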
# The depositor's hits bear a star; i = inactive; u = inconclusive; x = no result given; [ ] = remark or other dose. Unless noted, the call rests on the fitted dose curve; in most records, active means well fitted curve in the direction sought with a large enough effect; inconclusive means small, poorly fitted or top-dose-only effect, or another doubt; inactive means no such curve, though single readings can be large; an effect the other way counts as inactive or inconclusive. A portion of the library; rates above refer to the full screens.
SMILES,Tb PGK inh,PI4K2A block,GLS inhibitor,TrxR1 substrate,rTrxR1 inhibitor,IDH1 R132H inh,Pin1 inh,USP1-UAF1 inh,HP1b binding inh
COc1ccc(C(=O)COC(=O)C2CC3CCCC(C2)C3=O)cc1Br (configuration not stated),i,-3.5,-14.8%,-9.5%,2.9%,8.8%,-2.7%,-17.8%,37.7%
COc1ccc(S(=O)(=O)N2CCCCC2)cc1NC(=O)c1[nH]c(C)c(C(C)=O)c1C,i,6.8,-14.7%,-2.8%,16.3%,-9.5%,3.9%,-14.7%,29.1%
CCOc1ccc(NC(=O)/C(=C\c2ccc(OC(C)=O)c(OC)c2)NC(C)=O)cc1,8.2%,7.0,-3.9%,6.9%[57.1 µM],1.3%[57.1 µM],-2.5%,6.4%,-18.9%,7.6%
CCc1ccc(-c2nn(Cc3ccccc3)cc2/C=C/C(=O)O)cc1,3.1%,9.2,21.3%,8.2%[11.4 µM],u,1.2%,4.5%,-0.7%,24.4%
Cc1ccc2cccc(NC(=O)c3cccc4ccccc34)c2n1,-0.9%,1.5,-6.6%,5.7%[11.4 µM],3.8%,0.7%,45.6%[activator],-15.9%,87.3%[activator]
CC(C)(C)c1cc(C(=O)NNc2cc(C(F)(F)F)ccc2Cl)n(Cc2ccccc2)n1,i,2.9,u,-5.4%[57.1 µM],18.9%[57.1 µM],-1.1%,14.7%,-8.2%,20.6%
CC1=C(C(=O)Nc2ccc(C)cc2Cl)C2(CCCCC2)OC1=O,x,-1.4,-15.3%,-3.7%,6.8%,x,3.8%,-22.0%,20.6%
O=C(CSCC(=O)N1CCCc2ccccc21)Nc1nc(-c2ccccc2)cs1,-3.7%,-2.1,0.9%,0.6%[57.1 µM],11.2%[57.1 µM],-11.8%,34.8%[activator],-13.8%,26.6%
COc1ccc(C(=O)COC(=O)C2CCN(c3ccc(C(F)(F)F)cn3)CC2)c(OC)c1,4.1%,-11.5,0.8%,2.6%,14.0%,4.4%,17.6%,-26.6%,43.5%[activator]
CCN(CC)CCSc1nc(O)c(-c2ccccc2)c(=O)n1-c1ccccc1,2.6%,-0.7,11.4%,2.6%[57.1 µM],-1.2%[57.1 µM],-2.8%,-0.2%,-10.8%,37.3%
COc1ccc(Cc2nc(C(=O)Nc3ccc(Cl)cc3)cs2)cc1,-4.0%,-0.4,2.3%,-2.2%,-7.1%,5.8%,2.3%,-7.5%,89.4%
CCOC(=O)c1sc(C)c2c(=O)n(CC(=O)c3ccc(Br)cc3)nnc12,i,-1.4,-14.1%,0.6%[57.1 µM],23.4%[57.1 µM],3.8%,19.5%,-11.7%,5.8%
NS(=O)(=O)c1ccc(CNC(=O)CSc2ccccc2)cc1,-4.5%,-1.4,0.0%,9.3%[57.1 µM],17.0%[57.1 µM],18.9%,-6.8%,-12.2%,34.1%
COc1cccc(CNCc2ccccc2OC)c1,-1.9%,1.6,-3.3%,2.0%,22.9%,11.0%,-3.0%,-10.5%,u
COC(=O)COc1ccc2c(c1)O/C(=C\c1ccco1)C2=O,-8.2%,-16.9,23.6%,6.6%[57.1 µM],u,3.8%,43.5%[activator],-7.0%,-18.9%
Cc1ccccc1S(=O)(=O)N1C[C@H]2CON(C)[C@H]2C[C@H]1c1cccc(Br)c1,-6.7%,-7.4,-0.1%,-2.6%,u,-1.5%,0.3%,-28.0%,30.6%
Cc1nc(C)c(-c2ccnc(/N=C/NO)n2)s1,3.1%,1.8,27.0%,-7.9%,-3.2%,-5.5%,-1.1%,-4.9%,27.4%
CCOc1ccccc1OCCCC(=O)Nc1cc(S(=O)(=O)N2CCCCC2)ccc1C,-1.3%,-0.8,0.3%,x,x,-1.8%,x,-23.0%,x
COc1ccccc1NC(=O)/C=C1\NC(=O)CS1,-0.4%,0.0,-12.6%,-17.1%[57.1 µM],18.9%[57.1 µM],8.4%,-0.1%,-13.1%,43.3%[activator]
O=C(O)CCC(=O)Nc1ccc(Br)cn1,-4.0%,6.9,-7.0%,2.9%,24.1%[57.1 µM],10.4%,2.0%,-11.5%,46.9%[activator]
O=C1c2ccccc2C(=O)N1CNc1ccccc1,4.0%,-0.2,27.8%,10.5%[57.1 µM],9.4%[57.1 µM],1.2%,-14.6%,-14.7%,17.5%
CCOc1ccc(NC(=O)COC(=O)Cn2nc(C)c([N+](=O)[O-])c2C)cc1OCC,1.3%,1.2,0.9%,-4.3%,5.5%,0.2%,2.6%,-12.6%,20.3%
C[C@H](CO)N1C[C@H](C)[C@H](CN(C)S(=O)(=O)c2ccccc2)OCc2cnnn2CCCC1=O,-2.1%,-3.4,-0.8%,x,x,-2.9%,x,-24.6%,x
Cc1ccc(-c2cc(C(=O)N3CCN(C(=O)c4ccco4)CC3)[nH]n2)c(C)c1,-5.3%,6.4,-11.9%,5.0%,14.7%,-0.7%,-8.4%,u,44.7%[activator]
CCOC(=O)c1sc(=S)n(-c2cc(F)ccc2F)c1N,5.0%,-4.7,13.9%,-9.3%,-11.2%,9.5%,3.3%,-15.2%,-34.9%
CCCCN(C)C(=O)c1nc2ccccn2c1CN1CCC[C@H]1CO,6.3%,-8.5,0.9%,2.8%,4.6%,0.9%,-5.5%,-4.7%,30.1%
COc1cccc(-n2ccn(CC(=O)c3ccc(F)cc3)c(=O)c2=O)c1,-7.7%,-7.4,-7.6%,3.1%,38.9%[11.4 µM],18.6%,-13.0%,-6.6%,14.5%
S=C(NC1CCCCC1)N1CCOCCOCCN(C(=S)NC2CCCCC2)CCOCCOCC1,-5.5%,-6.7,-0.1%,2.1%[57.1 µM],11.5%[57.1 µM],0.0%,0.0%,-34.6%,13.3%
COc1ccc(CCNC(=O)Cn2nnc(C(=O)Nc3cccc(C)c3C)c2N)cc1OC,4.4%,6.2,-3.5%,9.8%,20.1%,18.7%,1.2%,-22.7%,39.4%[activator]
O=C(c1cccc(Cl)c1)n1nc(-c2cccnc2)nc1NCc1ccccc1,4.0%,-2.9,0.5%,-5.0%,-6.3%,-16.6%,-1.8%,-14.8%,80.9%[activator]
O=C(Cn1c(NCCO)nc2ccccc21)c1ccco1,-3.1%,0.7,32.8%,-3.1%,u,9.5%,-18.6%,-6.4%,15.4%
Cc1ccc(NC(=O)CN2C(=O)C(c3ccccc3)=NC23CCCCC3)cc1C,x,-2.6,-3.1%,0.2%,12.1%,x,63.6%[activator],-18.4%,29.9%
Cc1ccccc1CN1CCc2c(OCC(=O)N3CCCCC3)cccc2C1=O,4.8%,-1.2,0.7%,1.1%[57.1 µM],-2.3%[57.1 µM],0.1%,-4.5%,-0.7%,-15.6%
N#Cc1nc(-c2ccccc2Cl)oc1NCC1CCCO1 (configuration not stated),-9.3%,7.8,3.5%,15.9%,16.8%,8.6%,0.0%,-17.0%,-14.5%
COCCn1c(=S)[nH]c2ccccc21,0.2%,-0.5,0.9%,1.3%[57.1 µM],0.4%[57.1 µM],1.3%,-3.4%,-14.4%,41.9%[activator]
Cc1cc(C(=O)Cn2cnc3ccccc3c2=O)c(C)n1C1CC1,-1.9%,1.4,-8.9%,3.3%,13.5%,-3.5%,7.5%,-4.5%,21.4%
Cc1cc(C)c(NC(=O)CNC(=O)[C@@H]2CCCN2C(=O)c2cccs2)c(C)c1,7.9%,4.5,7.8%,2.7%,3.8%,-4.4%,0.2%,-13.1%,26.4%
CCCN(CC1CC1)C(=S)NC(=O)c1ccc(S(=O)(=O)N2CCOCC2)cc1,2.2%,1.2,10.5%,5.0%,-13.3%,-2.8%,1.1%,-25.9%,8.7%
Cc1ccc(/C=N/NC(=O)CSc2nnc(-c3ccc(Cl)cc3)n2-c2ccc(Cl)cc2)o1,-4.8%,-5.4,1.7%,-2.1%,2.2%,-22.7%,4.6%,5.0%,25.9%
COc1cccc(C=N[C@@H](CO)[C@@H](O)c2ccc([N+](=O)[O-])cc2)c1O,0.1%,-0.3,51.7%[activator],-8.1%,6.4%,24.8%,-6.0%,-0.5%,25.5%
CCCCCCn1c(O)c(/C=C2\C=NN=C2c2ccccc2)sc1=S,1.0%,-1.7,-0.2%,-9.8%,-2.5%,4.1%,8.5%,-25.8%,0.1%
